High-throughput results: PubChem, several laboratories
bIAP activator – increases bovine intestinal alkaline phosphatase activity; purified bovine IAP, CDP-star luminescence, 30 min; stronger effect = higher value; fold of DMSO-control signal, blank-subtracted; activation factor at 20 µM; 200,000 tested, 0.17% active; AID 1016;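 active = activation factor of 2 or more at 20 µM, a signal rise over negative controls twice the positive control's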
RAM inhibit – yeast RAM network inhibition; inhibition, % at 50 µM; S. cerevisiae dse1pr::URA3 reporter, 5-FOA growth OD615, 2 d; analog-sensitive cbk1-as2 kinase mutant strain; 190,000 tested, 1.8% active;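 active = inhibition above a set limit, 3 SD over mean compound inhibition, cut at about 8.4% in these data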;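 also: 0% = DMSO-only wells with no growth and 100% = 10 µM 1-NA-PP1 full growth; inhibition rescues growth on 5-FOA so higher OD means more RAM inhibition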
FLuc act counter – firefly luciferase counter-screen for stimulation assays | P08659 | ATPlite luciferase biochemical, luminescence, 10 min; 0 = ATP-free wells, 1 = DMSO control | activation factor at 10 µM | 200,000 tested, under 10 active;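 active = luciferase activation factor, scaled between plate controls, of at least 2 with compound at 10 µM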
Target sequence (P08659 whole entry, looked up): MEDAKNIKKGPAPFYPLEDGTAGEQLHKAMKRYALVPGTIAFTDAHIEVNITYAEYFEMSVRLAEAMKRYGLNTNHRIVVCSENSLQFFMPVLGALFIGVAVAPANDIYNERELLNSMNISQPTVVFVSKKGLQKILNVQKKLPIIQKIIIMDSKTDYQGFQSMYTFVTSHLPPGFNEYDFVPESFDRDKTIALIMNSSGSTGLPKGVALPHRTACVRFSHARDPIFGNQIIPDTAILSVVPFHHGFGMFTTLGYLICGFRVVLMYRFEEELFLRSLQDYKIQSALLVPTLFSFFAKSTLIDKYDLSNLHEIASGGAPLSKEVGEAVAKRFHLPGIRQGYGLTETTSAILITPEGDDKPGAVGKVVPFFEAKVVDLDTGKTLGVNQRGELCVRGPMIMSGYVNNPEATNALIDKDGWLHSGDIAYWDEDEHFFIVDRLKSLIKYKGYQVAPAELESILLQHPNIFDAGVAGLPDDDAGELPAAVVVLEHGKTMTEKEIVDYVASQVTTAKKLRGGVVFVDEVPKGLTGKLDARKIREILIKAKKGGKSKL
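Material: Luciferase/luciferin reagent mix | Doses: Test compounds dosed from 2 mM stocks in 100% DMSO | Timing: 10 min incubation after luciferase reagent addition, room temperature | Measured by: Luminescence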
FLuc inh counter – Photinus pyralis luciferase inhibition counter-screen; AID 1006; ATPLite firefly luciferase biochemical luminescence, 10 min; inhibition, % at 10 µM; 200,000 tested, 1.5% active; P08659;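 active = inhibition above about 50% when tested at 10 µM, limit read from the data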
TNAP inh noacc – TNAP (human) inhibition, acceptor-free conditions. P05186. purified TNAP, CDP-star luminescence, 30 min. inhibition, % at 20 µM. 200,000 tested, 0.26% active. AID 1012;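 active = tissue-nonspecific alkaline phosphatase inhibition above about 50% at 20 µM in the single-dose screen, limit read from the data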;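 also: 0% = DMSO negative control and 100% = EDTA positive control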
Target sequence (P05186 whole entry, looked up): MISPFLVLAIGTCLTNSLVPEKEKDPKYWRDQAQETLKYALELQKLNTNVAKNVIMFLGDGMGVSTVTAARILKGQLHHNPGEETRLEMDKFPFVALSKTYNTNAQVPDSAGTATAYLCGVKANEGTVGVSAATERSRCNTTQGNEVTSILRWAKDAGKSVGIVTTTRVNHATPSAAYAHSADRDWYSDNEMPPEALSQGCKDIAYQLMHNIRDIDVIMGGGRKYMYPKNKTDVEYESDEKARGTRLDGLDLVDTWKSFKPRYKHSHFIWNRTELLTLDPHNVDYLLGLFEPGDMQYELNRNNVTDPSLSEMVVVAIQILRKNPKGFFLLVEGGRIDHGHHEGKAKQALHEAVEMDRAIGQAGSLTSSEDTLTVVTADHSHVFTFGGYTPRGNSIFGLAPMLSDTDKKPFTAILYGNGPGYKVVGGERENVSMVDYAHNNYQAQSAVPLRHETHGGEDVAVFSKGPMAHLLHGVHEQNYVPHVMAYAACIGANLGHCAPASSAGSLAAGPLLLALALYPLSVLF
Lmaj promast – Leishmania major promastigote growth inhibition; 200,000 tested, 9% active; Leishmania major promastigotes, resazurin fluorescence viability; inhibition, % at 10 µM; in the data active = inhibition above about 50%;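 also: promastigotes grown with compound for 44 hours at 28 °C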
TNAP act hi DEA – TNAP (human) activation, high acceptor | purified TNAP, CDP-star luminescence, 1 M DEA, 30 min; stronger effect = higher value; 0 = EDTA background, 1 = DMSO-only activity | activation factor at 20 µM | 200,000 tested, under 10 active | AID 1136;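 active = activation factor at least 2 at 20 µM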
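Measured by: Luminescent substrate turnover signal | Test system: Human TNAP | Input: TNAP 1/800 final | Dosing: 20 µM single point | Schedule: 30 min, room temperature | Controls: EDTA wells as negative control, DMSO wells as positive control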
APP 5UTR inh – APP translation inhibition. SH-SY5Y APP 5'UTR-luciferase reporter, luminescence. inhibition, % at 2 µM. 190,000 tested, 0.82% active. AID 1285;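 active = inhibition above a set limit, derived from the sample mean plus 3 SD, cut at about 45% in these data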; also: values of inactives mirror those of a sister screen read the other way
TNAP inh hi DEA – blocks human TNAP under high phosphate acceptor concentration; 200,000 tested, 0.03% active; purified TNAP, CDP-star luminescence, 1 M DEA; P05186; inhibition, % at 20 µM; AID 1135;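 active = over 50% inhibition of tissue-nonspecific alkaline phosphatase at 20 µM in the single-dose screen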;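 also: plate controls were DMSO wells for no effect and EDTA-quenched wells as full inhibition for full effect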
bIAP inh – intestinal alkaline phosphatase (bovine) inhibition. AID 1019. 190,000 tested, under 10 active. inhibition, % at 20 µM. purified bovine IAP, CDP-star luminescence, 30 min;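 active = over 50% inhibition of intestinal alkaline phosphatase at 20 µM in the single-dose screen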
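test system = bovine IAP enzyme | medium = DEA buffer 100 mM, pH 9.8, with MgCl2 1.0 mM, ZnCl2 0.02 mM | detection = luminescence | dosing = single compound dose of 20 µM, 2% DMSO final | incubation = 30 min reaction at room temperature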
Starred values were filed as active, the others as inactive; / = not tested or not shown.

Preview (two entries):
1	CCC1Oc2ccc(C)cc2N(CC(=O)N(Cc2cccnc2)Cc2ccc(C)o2)C1=O (stereo not given)
2	Clc1ccccc1OCCN1CCCCC1
assay / entry	1	2
bIAP activator	1	0.9
RAM inhibit	1.7	0.7
FLuc act counter	1	1
FLuc inh counter	-2	-2
TNAP inh noacc	-13	-3
Lmaj promast	100*	88*
TNAP act hi DEA	1.1	1
APP 5UTR inh	-18	4
TNAP inh hi DEA	-6	2
bIAP inh	-4	9

The whole of this part, repeating the preview:
1	CCC1Oc2ccc(C)cc2N(CC(=O)N(Cc2cccnc2)Cc2ccc(C)o2)C1=O (stereo not given)
2	Clc1ccccc1OCCN1CCCCC1
3	CCCCN(C)C(=O)c1cn(C)c2ccc(S(=O)(=O)N(C)C)cc2c1=O
4	CN(C(=O)CSc1nnc(NC2CCCCC2)s1)C1CCS(=O)(=O)C1 (stereo not given)
5	NC(=O)COC(=O)c1sc2cc(F)ccc2c1Cl
6	Cc1c(NS(=O)(=O)N2CCCCC2)c(=O)n(-c2ccccc2)n1C
7	Cc1ccc(-c2ccc(/C=C(\C#N)C(=O)Nc3cc(C)nn3-c3ccccc3)o2)cc1
8	CCCCNC(=O)C1CCC(CNS(=O)(=O)c2ccc(C)cc2)CC1 (stereo not given)
assay / entry	1	2	3	4	5	6	7	8
bIAP activator	1	0.9	1	1.1	1.1	0.8	0.6	1
RAM inhibit	1.7	0.7	0.6	0.0	1.6	-0.6	4.0	0.1
FLuc act counter	1	1	1.1	1	0.9	1	1.1	1
FLuc inh counter	-2	-2	-7	-3	6	0	-7	-3
TNAP inh noacc	-13	-3	-9	-5	2	-8	4	-12
Lmaj promast	100*	88*	-4	-3	-5	-6	-1	-2
TNAP act hi DEA	1.1	1	1	1	1	1	0.9	1
APP 5UTR inh	-18	4	-21	-10	10	24	2	-38
TNAP inh hi DEA	-6	2	-2	2	-2	-1	13	-3
bIAP inh	-4	9	-1	-6	-7	16	45	-4

9	CN(Cc1ccc(-n2cccn2)cc1)C(=O)c1cnn2c1NC(c1ccco1)CC2C(F)(F)F (stereo not given)
10	COc1ccc(N2CC(C(=O)Nc3ccc4c(c3)OCO4)CC2=O)cc1 (stereo not given)
11	COc1ccc2nc(NC(=O)CSc3nc(C)cc(C)n3)sc2c1
12	FC(F)(F)c1ccc(Nc2nnnc3ccccc23)cc1
13	CC1(C)CC(=NO)CC(C)(C)N1
14	COc1cccc(/C(=N/O)C2CC2c2ccc(Cl)cc2)c1 (stereo not given)
15	Cc1ccc(/C(N)=N/OC(=O)Oc2ccccc2)cc1
16	CC/C(Cc1ccccc1)=N\NC(=O)c1cc([N+](=O)[O-])cc([N+](=O)[O-])c1
assay / entry	9	10	11	12	13	14	15	16
bIAP activator	1.2	1	0.9	0.8	0.9	0.9	0.9	1
RAM inhibit	1.5	2.2	2.0	2.0	0.1	-2.2	2.7	1.4
FLuc act counter	1	1.1	1.1	1.1	0.9	1	1	1.1
FLuc inh counter	1	-7	-6	-5	5	-4	-3	-5
TNAP inh noacc	-18	-12	15	-8	-8	-8	-14	-6
Lmaj promast	33	-7	51*	2	-6	-5	-3	59*
TNAP act hi DEA	1	1	1.1	1	1	1	1	1.1
APP 5UTR inh	4	-9	5	-29	-5	2	-2	16
TNAP inh hi DEA	-2	-3	-7	-4	2	-3	-4	-7
bIAP inh	-18	0	7	17	11	15	6	2

17	N#CC1=C2N=C(N)c3c(sc4c3CCCCC4)N2C2=C(C(=O)CCC2)C1c1ccccc1 (stereo not given)
18	CN(C)c1ccc(/C=N/NC(=O)c2ccc(CN3C(=O)c4cccc5cccc3c45)cc2)cc1
19	COC(=O)Cn1nc(-c2ccccc2)c2ccccc21
20	Cn1c(SCC(=O)N2CCCc3ccccc32)nnc1-c1cccs1
21	COc1ccc(NC(=O)CSc2nc3cccnc3n2C)cc1
22	OC(CNCc1ccccc1)(c1ccc(F)cc1)c1ccc(F)cc1
23	Cc1cccc(-n2ncc3c(NC4CCCCC4)ncnc32)c1
24	COc1cc2nc(C3CCC3)n(NC(=O)C3CCC3)c(=O)c2cc1OC
assay / entry	17	18	19	20	21	22	23	24
bIAP activator	1	1	0.5	0.9	1	0.6	1	1
RAM inhibit	5.2	2.3	1.1	-0.1	2.1	0.9	3.3	2.2
FLuc act counter	1	1	1	1.1	1	1	0.3	1
FLuc inh counter	-3	3	-4	-7	3	-3	70*	-4
TNAP inh noacc	4	-2	-6	-6	-10	-14	-6	6
Lmaj promast	36	-4	9	-6	-3	10	13	-5
TNAP act hi DEA	1	1	1	1.1	1.1	1	1	1.1
APP 5UTR inh	-22	-28	-4	-5	-5	/	-180	5
TNAP inh hi DEA	3	0	-4	-8	-7	-3	2	-7
bIAP inh	-3	-4	46	10	-4	40	3	-4

25	Cc1sc2c(c1C)c(=O)nc1scc(CC(=O)O)n12
26	C=CCNC(=O)c1cnc2n(c1=O)CCS2
27	Cn1nnc(C(O)CN2CCOCC2)n1 (stereo not given)
28	CCN1C(=O)C2C(C1=O)N1C(c3cccs3)C3C(=O)N(CC)C(=O)C3N1C2c1cccs1 (stereo not given)
29	COc1cccc(C(=O)COc2ccc3ccc(=O)oc3c2)c1
30	O=C(O)CCc1nnc(SCC(=O)Nc2ccc(Br)cc2)[nH]c1=O
31	Cc1ccc(NC(=O)Cc2noc3ccccc23)c(C)c1
32	CCn1cc(C(=O)OCC(=O)Nc2cccc(Cl)c2Cl)c(=O)c2ccc(C)nc21
assay / entry	25	26	27	28	29	30	31	32
bIAP activator	0.9	1	0.9	1	1.1	0.9	1	1
RAM inhibit	-0.8	0.7	0.2	1.1	0.4	1.7	1.1	2.0
FLuc act counter	1.1	1	1	1	1	1	1.1	1.1
FLuc inh counter	-12	1	-4	-2	4	-1	-7	-9
TNAP inh noacc	11	-9	-10	-10	-14	-4	-6	-1
Lmaj promast	12	-7	-7	-5	-3	-4	2	-7
TNAP act hi DEA	1.1	1.1	1.1	1	1	1	1	1.1
APP 5UTR inh	-1	-3	-2	-6	-11	12	-18	13
TNAP inh hi DEA	-8	-5	-7	-1	-5	-2	-2	-5
bIAP inh	8	-2	8	1	-8	6	-2	-2

33	Cc1ccc(-c2cn3cccc(C)c3n2)cc1
34	CCCC(c1nnnn1CCOC)N1CCN(C(=O)c2ccco2)CC1 (stereo not given)
35	CS(=O)(=O)Nc1ccccc1C(=O)NCCSCc1ccccc1
36	Cc1nn(-c2ccccc2)c2c1C(c1ccncc1)C(C#N)=C(N)O2 (stereo not given)
37	CC(=O)N1CCN(c2ccc(NCc3cccs3)cc2)CC1
38	O=C(/C=C/c1ccco1)NC(=S)NNC(=O)c1ccco1
39	CCC(C)NS(=O)(=O)c1ccc(F)c(C(=O)Nc2c(F)cc(F)cc2Br)c1 (stereo not given)
40	CN(C)c1nc(SCCOC(=O)c2ccccc2)nc(N(C)C)n1
assay / entry	33	34	35	36	37	38	39	40
bIAP activator	1.1	0.6	0.9	1	0.9	0.9	0.9	1
RAM inhibit	0.7	0.5	0.4	0.8	1.2	-1.4	2.2	0.7
FLuc act counter	0.3	1.1	1	1	1.1	1	0.9	1
FLuc inh counter	69*	-10	-4	-1	-6	-2	6	-1
TNAP inh noacc	-4	8	-10	-4	-14	-122	-1	-10
Lmaj promast	32	0	0	1	6	94*	17	-2
TNAP act hi DEA	1.1	1	1.1	1	1	1	0.9	1
APP 5UTR inh	-154	3	-14	-5	24	2	-4	4
TNAP inh hi DEA	-9	-4	-7	5	-4	1	5	-2
bIAP inh	-7	36	7	4	9	6	14	-3

Gathered by group, the compounds so far containing a cyano group (3)
7	Cc1ccc(-c2ccc(/C=C(\C#N)C(=O)Nc3cc(C)nn3-c3ccccc3)o2)cc1
17	N#CC1=C2N=C(N)c3c(sc4c3CCCCC4)N2C2=C(C(=O)CCC2)C1c1ccccc1 (stereo not given)
36	Cc1nn(-c2ccccc2)c2c1C(c1ccncc1)C(C#N)=C(N)O2 (stereo not given)
assay / entry	7	17	36
bIAP activator	0.6	1	1
RAM inhibit	4.0	5.2	0.8
FLuc act counter	1.1	1	1
FLuc inh counter	-7	-3	-1
TNAP inh noacc	4	4	-4
Lmaj promast	-1	36	1
TNAP act hi DEA	0.9	1	1
APP 5UTR inh	2	-22	-5
TNAP inh hi DEA	13	3	5
bIAP inh	45	-3	4

More records.
41	COc1cc2c(cc1OC)-c1n[nH]c(=S)n1C(C)(C)C2
42	O=C(CC1(O)C(=O)Nc2ccccc21)c1cccc(Br)c1 (stereo not given)
43	COc1ccccc1NC(=O)c1c(N=Cc2ccccc2O)cnn1C
44	CCN1CCN(c2cc3c(nn2)Oc2ccccc2N3C)CC1
45	COc1ccc(C(=O)/C=C2\NCC3c4ccccc4CCN3C2=O)cc1 (stereo not given)
46	COc1cc(C)nc(OCCNS(=O)(=O)c2cc(C)ccc2C)n1
47	CSc1nc(NCc2ccco2)c2sc3nc(C(C)C)c4c(c3c2n1)CC(C)(C)OC4
48	COC(=O)N[C@H](CC(C)=O)c1cccc(C(F)(F)F)c1
assay / entry	41	42	43	44	45	46	47	48
bIAP activator	1.1	0.7	1.1	1	1	0.9	0.9	0.9
RAM inhibit	0.1	0.6	0.3	2.0	1.0	-0.5	2.7	0.5
FLuc act counter	1	1	1.1	1	1	1.1	1	1
FLuc inh counter	4	-1	-7	0	3	-7	0	-2
TNAP inh noacc	-32	-10	-4	-9	4	-7	-6	-12
Lmaj promast	5	-9	-5	15	3	0	17	-4
TNAP act hi DEA	1	1	1	1	1	1	1	1
APP 5UTR inh	-8	5	9	-37	-6	1	1	-16
TNAP inh hi DEA	-3	0	-2	-1	-3	0	1	-5
bIAP inh	-12	31	-6	1	5	8	5	12

49	Cn1nc(C(C)(C)C)c([N+](=O)[O-])c1C(=O)NC(C)(C)C
50	COC(=O)NNC(=O)/C=C/c1ccccc1
51	COc1ccc(CCNC(=O)C(C)Sc2ccc(C)cc2)cc1OC (stereo not given)
52	O=C(CSc1nccc2ccccc12)N1CCN(c2ccccn2)CC1
53	CC(C)n1c(C(O)c2ccccc2)nc2ccccc21 (stereo not given)
54	COc1ccc(-c2ccc(S(=O)(=O)N3CCOCC3)cc2)cc1
assay / entry	49	50	51	52	53	54
bIAP activator	1	0.9	1	1	1	0.9
RAM inhibit	0.8	1.3	0.0	1.2	1.7	2.5
FLuc act counter	1	1.1	1.1	1	1.1	1.1
FLuc inh counter	-3	-8	-6	-2	-10	-7
TNAP inh noacc	-8	-17	-14	-18	6	-1
Lmaj promast	1	21	-1	1	5	-7
TNAP act hi DEA	1	1	1	1.1	1.1	1
APP 5UTR inh	11	18	9	7	0	-3
TNAP inh hi DEA	-2	-1	-1	-7	-7	-5
bIAP inh	-3	10	2	-2	0	13

Quoted from above: compounds 51–54
51	COc1ccc(CCNC(=O)C(C)Sc2ccc(C)cc2)cc1OC (stereo not given)
52	O=C(CSc1nccc2ccccc12)N1CCN(c2ccccn2)CC1
53	CC(C)n1c(C(O)c2ccccc2)nc2ccccc21 (stereo not given)
54	COc1ccc(-c2ccc(S(=O)(=O)N3CCOCC3)cc2)cc1
assay / entry	51	52	53	54
bIAP activator	1	1	1	0.9
RAM inhibit	0.0	1.2	1.7	2.5
FLuc act counter	1.1	1	1.1	1.1
FLuc inh counter	-6	-2	-10	-7
TNAP inh noacc	-14	-18	6	-1
Lmaj promast	-1	1	5	-7
TNAP act hi DEA	1	1.1	1.1	1
APP 5UTR inh	9	7	0	-3
TNAP inh hi DEA	-1	-7	-7	-5
bIAP inh	2	-2	0	13
